phage Ecoli inh – E. coli growth loss with phage present; growth absorbance; 0.26% of 360,000 active; inhibition, % at 11.9 µM; AID 651602; in the data active = inhibition above about 11%
PvdQ inh – blocks Pseudomonas aeruginosa PvdQ acylase activity | purified PvdQ acylase, fluorescence plate reader | inhibition, % at 10 µM | 0.063% of 340,000 active; in the data active = inhibition above about 30%, passing the limit was not always enough;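 also: 0% = vehicle neutral wells and 100% = reference inhibitor wells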
AddAB inh – less growth of phage-infected E. coli with AddAB. E. coli expressing H. pylori AddAB, absorbance growth. inhibition, % at 11.9 µM. 0.29% of 330,000 active; in the data active = inhibition above about 12%;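 also: 0% = vehicle wells of infected cells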
PfHsp90 yeast 2 – reduces growth (ATP signal) of yeast expressing P. falciparum Hsp90; S. cerevisiae expressing PfHsp90, BacTiter-Glo ATP, 48 h; yeast lacking PDR1 and PDR3 efflux regulators; inhibition, % at 9.4 µM; 0.32% of 310,000 active; AID 504621;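 active = every replicate shows inhibition above about 80%, whatever the replicate mean, limit read from the data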;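 also: 0% = DMSO neutral controls and 100% = 20 µM radicicol positive controls; yeast relying on Plasmodium falciparum Hsp90 in place of its own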
Rtt109 HAT inh – C. albicans Rtt109 histone acetyltransferase inhibition; Q5AAJ8; AID 540336; inhibition, % at 34.9 µM; purified Rtt109/Vps75, ThioGlo CoA-SH fluorescence, 4 h; 0.16% of 330,000 active;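 active = inhibition of at least 50% in every replicate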
Target sequence (Q5AAJ8 whole entry, looked up): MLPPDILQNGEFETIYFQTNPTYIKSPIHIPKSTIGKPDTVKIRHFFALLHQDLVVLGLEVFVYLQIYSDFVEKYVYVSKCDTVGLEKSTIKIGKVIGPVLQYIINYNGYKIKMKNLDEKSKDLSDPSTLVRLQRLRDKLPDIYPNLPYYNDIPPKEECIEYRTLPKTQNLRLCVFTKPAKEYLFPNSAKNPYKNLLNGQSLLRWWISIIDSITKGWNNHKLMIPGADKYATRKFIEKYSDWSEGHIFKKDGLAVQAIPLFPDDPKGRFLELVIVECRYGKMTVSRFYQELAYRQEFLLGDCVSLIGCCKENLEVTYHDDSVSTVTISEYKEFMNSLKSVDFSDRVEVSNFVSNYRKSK
Wnt bcat act – activates Wnt/beta-catenin signaling in a reporter cell assay; activator, plate reader; activation, % at 9.35 µM; 1.2% of 300,000 active; in the data active = activation above about 30%, passing the limit was not always enough;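 also: 0% = neutral control wells and 100% = positive control wells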
CAL PDZ inh – blocks peptide binding to human CAL PDZ domain. AID 504414. inhibition, % at 20 µM. purified CAL PDZ, TMR-peptide fluorescence polarization, 1 h. 0.02% of 330,000 active;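 active = highest replicate inhibition of at least 40%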;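 also: plate controls were DMSO neutral control wells for no effect and unlabeled competitor peptide control wells for full effect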
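Material – purified CerCALP PDZ construct · Detection – FP readout, S and P plane fluorescence · Measure – percent inhibition from loss of millipolarization · Controls – unlabelled peptide for full inhibition, DMSO wells as neutral · Probe or stimulus – TMR-labelled reporter peptide T*-PRC34 bound in PDZ groove · Times – 1 h at RT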
DAGLB inhibitor – blocks human DAGLB lipase activity; Q8NCG7; HEK293T DAGLB membrane lysate, EnzChek fluorogenic substrate; inhibition, % at 5.17 µM; 0.059% of 340,000 active; AID 504411; in the data active = inhibition above about 34%;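 also: 0% = enzyme with vehicle and 100% = wells lacking enzyme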
Target sequence (Q8NCG7 whole entry, looked up): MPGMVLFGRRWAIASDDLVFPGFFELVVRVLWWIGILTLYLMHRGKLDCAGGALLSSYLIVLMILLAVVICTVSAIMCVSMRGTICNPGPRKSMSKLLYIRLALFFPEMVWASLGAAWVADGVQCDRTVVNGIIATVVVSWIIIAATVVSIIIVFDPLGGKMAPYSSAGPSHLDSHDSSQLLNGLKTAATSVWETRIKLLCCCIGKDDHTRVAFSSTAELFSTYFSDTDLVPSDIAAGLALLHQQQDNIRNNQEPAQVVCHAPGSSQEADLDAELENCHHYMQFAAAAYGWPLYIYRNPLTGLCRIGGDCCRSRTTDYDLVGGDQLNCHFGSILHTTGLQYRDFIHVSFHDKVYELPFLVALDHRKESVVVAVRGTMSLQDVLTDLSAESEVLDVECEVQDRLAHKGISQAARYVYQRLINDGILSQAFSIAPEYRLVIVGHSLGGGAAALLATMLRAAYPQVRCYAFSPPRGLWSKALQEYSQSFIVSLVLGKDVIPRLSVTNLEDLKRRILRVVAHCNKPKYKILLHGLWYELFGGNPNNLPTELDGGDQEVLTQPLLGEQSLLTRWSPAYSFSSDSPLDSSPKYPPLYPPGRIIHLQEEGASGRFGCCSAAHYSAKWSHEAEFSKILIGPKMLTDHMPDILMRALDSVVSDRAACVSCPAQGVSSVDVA
Tat transport – E. coli Tat transport inhibition | E. coli MC4100 TorA-mCherry Tat export, fluorescence | inhibition, % at 10 µM | 0.036% of 340,000 active | AID 488895;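 active = mean replicate inhibition at least 50% and at least half of replicates individually reaching 50%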;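 also: exported cargo escapes ClpAP degradation while cytoplasmic cargo is degraded and loses fluorescence; 0% = median of neutral control wells and 100% = median of NaSCN control wells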
Ecoli viability – bacterial growth inhibition, counter-screen for AddAB inhibitors; E. coli V3065 growth, OD600 absorbance, 18 h; inhibition, % at 11.9 µM; 0.27% of 330,000 active; AID 449728;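 active = inhibition above the campaign's mean inhibition across all tested compounds plus 3 SD, cut at about 9.9% in these data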;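 also: uninfected addAB+ strain grown without phage in ampicillin broth; 0% = DMSO wells and 100% = ciprofloxacin 0.95 µg/ml wells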
* marks the source's active call; other numbers are inactive results; . = not tested or not shown.

SMILES	phage Ecoli inh	PvdQ inh	AddAB inh	PfHsp90 yeast 2	Rtt109 HAT inh	Wnt bcat act	CAL PDZ inh	DAGLB inhibitor	Tat transport	Ecoli viability
CCC(=O)Nc1sc2c(c1C#N)CCC2	1.9	-3	0.5	-41	-1	-1	-1.7	0	13	0.4
COc1ccccc1Cn1c(-c2ccccc2OC)nc2ccccc21	3.1	-8	1.7	-233	4	.	-1.3	-3	8	-2.6
COc1ccc(C#Cc2ccc3c(c2)c(=O)c2ccccc2n3C)cc1	2.2	0	-0.8	-22	-10	2	1.0	-2	4	1.8
CCCCCSc1ncccc1C(=O)O	0.2	9	5.9	10	-4	7	-0.2	0	8	-0.2
CC(=O)c1noc(C)c1C(=O)Nc1nccs1	2.3	-11	2.2	.	-4	.	-1.0	1	-3	-3.5
CC(C)C(NS(=O)(=O)c1ccccc1)C(=O)OCC(=O)NNC(=O)c1ccccc1 (stereo not drawn)	-1.4	-1	.	-6	8	-2	-2.4	0	-6	.
O=C(COc1ccc(C(=O)NCCN2CCOCC2)cc1)Nc1cccc(C(F)(F)F)c1	6.1	11	7.4	-2	-27	-6	-1.7	1	-8	-0.6
Cn1c(=O)c(=O)n(C)c2cc(N3CCCC3)c(NS(=O)(=O)c3ccc(Cl)cc3)cc21	1.9	-8	2.5	9	-12	-2	2.0	2	-2	-1.5
COc1cccc(CN2CCN(CCCc3ccccc3)C(CCO)C2)c1O (stereo not drawn)	0.4	-7	-0.1	0	0	0	-1.9	0	-2	-0.6
O=C(O)C1C2CC(C(Br)C2Br)C1C(=O)O (stereo not drawn)	2.7	-18	.	.	-1	-1	0.5	-1	-3	.
O=C(COc1ccc(-n2cnnn2)cc1)Nc1ccc(F)c(Cl)c1	1.8	-6	2.4	23	2	0	-0.1	0	0	-1.4
Cc1ccc(CNC(=O)c2ccc(OCC(C)C)cc2)n1C	2.2	14	.	0	16	1	1.2	-3	-10	.
CCC(C)(C)n1nnnc1C(c1ccc(F)cc1)N1CCC(C(N)=O)CC1 (stereo not drawn)	2.5	-21	-1.3	8	-15	-1	-2.2	1	6	1.2
CCCC(=O)Nc1nnc(Sc2ccc(N(C)C)cc2)s1	0.9	15	1.1	5	5	.	-0.1	0	-7	1.3
CC(O)(c1ccc(Cl)cc1)C(c1ccccc1)c1ccccn1 (stereo not drawn)	2.1	-15	.	13	5	1	-0.4	-5	13	.
O=C(CN1CCOCC1)Nc1cc(C(F)(F)F)ccc1Cl	-1.1	-6	-0.8	1	2	-3	-0.9	-2	0	-0.2
O=C(NCc1ccccc1)C12CC3CC(CC(C3)C1)C2	-0.1	-17	1.8	-10	-8	.	11	-1	-18	0.5
O=C(CN1C(=O)C2C3C=CC(C3)C2C1=O)Nc1cccc(S(=O)(=O)N2CCCC2)c1 (stereo not drawn)	5.0	8	0.2	-4	-5	.	-0.9	1	-2	-1.9
O=S(=O)(c1ccccc1)N1CCN(c2ccccc2)CC1	0.9	9	4.3	-6	11	-1	0.8	-1	-2	-0.5
OC(CN1CCOCC1)CN1CCOCC1	-0.1	-10	-0.8	23	-2	-2	-0.7	1	6	0.0

One compound at a time (already shown). Order of screens: phage Ecoli inh	PvdQ inh	AddAB inh	PfHsp90 yeast 2	Rtt109 HAT inh	Wnt bcat act	CAL PDZ inh	DAGLB inhibitor	Tat transport	Ecoli viability
Shown for O=C(CN1CCOCC1)Nc1cc(C(F)(F)F)ccc1Cl : -1.1	-6	-0.8	1	2	-3	-0.9	-2	0	-0.2
Shown for COc1ccc(C#Cc2ccc3c(c2)c(=O)c2ccccc2n3C)cc1 : 2.2	0	-0.8	-22	-10	2	1.0	-2	4	1.8

Next records
SMILES	phage Ecoli inh	PvdQ inh	AddAB inh	PfHsp90 yeast 2	Rtt109 HAT inh	Wnt bcat act	CAL PDZ inh	DAGLB inhibitor	Tat transport	Ecoli viability
CCc1ccccc1NC(=O)C1CCN(C(=O)N2CCOc3ccccc32)CC1	1.9	7	-2.8	4	2	-5	-0.9	2	-4	-1.8
Cc1ccc(C(=O)NC(=S)Nc2ccccc2N2CCCC2)cc1[N+](=O)[O-]	-1.3	13	2.3	-7	5	-2	-0.7	-16	-2	-2.3
CC(C)CN(C(=O)COC(=O)CCCc1nc2ccccc2s1)c1c(N)n(Cc2ccccc2)c(=O)[nH]c1=O	-0.8	-2	-0.2	.	-4	-5	-3.0	4	-1	0.2
C/C(Cc1ccccc1)=N\NC(=O)CNC(=O)c1ccccc1F	1.8	7	4.4	13	9	-1	-2.7	0	8	-0.5
O=[N+]([O-])c1ccccc1N/N=C/c1c[nH]c2ccccc12	1.8	-8	-2.7	10	-2	.	-1.6	58*	4	-1.2
CCCCC1(c2ccc(F)cc2)NC(=O)N(CC(=O)N2CCN(C(=O)c3ccco3)CC2)C1=O (stereo not drawn)	2.4	-6	1.2	11	-1	1	-2.0	0	0	-0.3
O=C1c2oc3ccc(F)cc3c(=O)c2C(c2cccc(O)c2)N1CCCN1CCOCC1 (stereo not drawn)	1.8	-3	5.3	6	15	-3	-1.0	-2	4	-0.5
Cc1cccc(OCC(=O)NCC(=O)N/N=C/c2cc(Br)cc(Br)c2O)c1	1.0	-12	3.6	-1	3	-1	-4.2	14	-4	1.1
Clc1ccc(C[n+]2cc(-c3ccccc3)n3c2CCC3)cc1Cl	2.4	11	3.8	7	1	-1	-1.1	1	4	1.0
COc1cccc(N2CCN(c3ccc4nnc(CCC(=O)N5CCN(C)CC5)n4n3)CC2)c1	-0.3	-9	2.5	-33	3	3	-2.5	1	1	-2.5
COc1cccc(C(=O)Nc2sc3c(c2C#N)CCN(C(C)=O)C3)c1	-0.1	-5	-0.2	1	-3	-12	-2.6	0	-4	0.2
COc1ccc(-n2nc(C(=O)NCC(=O)N3CCOCC3)c3ccccc3c2=O)cc1Cl	1.4	-7	3.8	13	5	-2	-1.8	-1	-13	1.6
CCN(CC)C(=O)c1cn(CCC#N)nc1-c1ccc2c(c1)OCCO2	2.5	-5	-0.1	0	-2	-1	0.5	-1	-3	1.0
O=C(N/N=C/c1c[nH]c2ccccc12)c1ccc(O)c(O)c1	-1.8	4	0.5	-3	21	1	0.8	4	-4	-2.3
O=C(CSCC(=O)N1CCCCC1)Nc1nc(-c2ccccc2)c(-c2ccccc2)s1	1.5	-3	-1.6	-13	-1	-3	-1.8	-1	17	-1.2
CCOCCCNC(=O)C(NC(=O)c1ccc(=O)[nH]c1)c1ccc(C)cc1 (stereo not drawn)	1.3	-13	0.2	-13	-4	-2	-0.8	-2	-3	1.0
c1coc(C2=Nc3cccc4cccc(c34)N2)c1	1.4	11	-0.9	13	.	-15	-2.1	0	-5	-0.8
Oc1ccc(/C=N/Nc2cccc(Cl)n2)c(O)c1	2.0	17	-0.7	1	16	18	-21	-1	9	-2.0
Cc1cc(NC(=O)CS(=O)(=O)c2ccc(Cl)cc2)no1	1.9	-13	1.6	4	-5	-1	-0.5	2	1	-1.2
NC(=O)c1cnn(-c2ccc3ccccc3c2)c1N	1.5	-3	0.1	8	-7	3	-2.7	0	0	1.7
COCCNC(=O)/C(C#N)=C/c1c(N2CCN(C)CC2)nc2c(C)cccn2c1=O	0.3	-18	1.4	10	-1	-2	.	0	-6	0.7
CCc1ccc(NC(=O)c2cnn(-c3ccccc3)c2C2CCNCC2)cc1	4.5	-6	-0.3	-1	2	-3	-0.8	-1	-5	-1.8
CSc1nnc2c3ccccc3n(Cc3ccccc3)c2n1	1.0	5	0.7	-15	-12	1	-0.2	-2	-7	-0.9
O=C(N1CCOCC1)N(Cc1ccco1)CC1CCCO1 (stereo not drawn)	-0.2	-3	3.7	-15	1	.	-0.9	1	1	-1.8
COc1cc(/C=C2\SC(=Nc3c(C)n(C)n(-c4ccccc4)c3=O)NC2=O)ccc1O	3.8	-9	.	4	-3	-2	-3.3	0	-1	.
COc1cccc(NC(=O)[C@@H]2CCCN2S(=O)(=O)c2cccc3cccnc23)c1	-0.6	2	1.6	-12	0	0	-0.4	-5	10	1.7
O=C1COc2ccc(C(=O)COC(=O)C3CCN(S(=O)(=O)c4cccs4)CC3)cc2N1	2.0	1	0.8	16	2	-5	-1.3	-4	-3	-1.0
COc1ccc(C(=O)NCC(C)NC(=O)c2ccc(OC)c(OC)c2)cc1OC (stereo not drawn)	2.4	-11	2.4	-1	-8	-1	0.1	-4	1	0.9
O=S(=O)(NCc1cccnc1)c1cccc2nsnc12	1.4	6	-0.8	.	-5	-11	-0.8	2	-3	-2.4
COc1cc(OC)cc(C(=O)NC(=S)Nc2nc(-c3cc4ccccc4o3)cs2)c1	-0.2	-2	-0.4	-3	-9	19	-0.8	-1	5	1.0
O=C(CN1CCN(c2ccccc2)CC1)Nc1cccc([N+](=O)[O-])c1	3.0	2	2.0	-5	1	-8	0.6	-2	1	0.8
O=C1CCCN1CC1CCCN(Cc2nc(COc3ccccc3)no2)C1 (stereo not drawn)	-0.1	-14	0.7	.	-17	5	-1.8	-1	-8	0.4
COc1cc(C(=O)Nc2ccc(O)cc2)ccc1OC(C)=O	0.8	-1	0.8	-16	7	12	0.9	0	-3	0.0
CC1(NCc2ccc(Cl)cc2)COP(=O)(NCc2ccccc2)OC1 (stereo not drawn)	2.3	0	.	10	-12	-1	-0.8	1	32	.
CCC(C)(C)NC(=O)COc1ccc(OCc2ccccc2)cc1	3.2	-11	0.4	6	-10	-2	-2.4	-4	8	1.4
O=S(=O)(c1ccccc1)N1CCC(n2nnc3cc(F)ccc32)CC1	4.4	8	1.6	-11	-5	-2	-0.7	-2	8	-0.6
COc1ccc(CCNC(=O)C2CC(=O)N(CCc3ccc(C)cc3)C2)cc1OC (stereo not drawn)	1.4	-2	2.3	9	9	-1	-1.2	0	-3	-1.7
CC12CCC(C(=O)N3CCN(C(c4ccccc4)c4ccccc4)CC3)(OC1=O)C2(C)C (stereo not drawn)	1.8	-14	2.2	27	-9	-3	-0.3	-3	1	1.6
CCOc1nc(C)ccc1-c1noc(-c2ccccn2)n1	0.5	-20	0.8	-1	-20	.	-0.9	-3	-2	0.6
CC(O)[C@H]1CC[C@H]2[C@@H]3CC[C@H]4C[C@H](O)CC[C@]4(C)[C@H]3[C@H](O)C[C@]12C (stereo partly drawn)	1.3	5	0.4	.	-3	-3	0.4	0	7	-0.5
CC1(C)Nc2ccccc2N(Cc2ccc([N+](=O)[O-])cc2)C1=O	3.7	6	1.4	11	9	-1	0.3	1	7	-0.9
CC(=O)Nc1cccc(NC(=O)CSc2nc(C)c(C)c(C)c2C#N)c1	1.3	-10	1.0	.	-2	.	-1.7	-2	4	4.1
CN(C1CCCC1)C1CCN(C(=O)CNC(=O)/C=C/c2cccc(C(F)(F)F)c2)CC1	2.8	4	-0.9	12	11	0	-2.0	-4	1	-1.1
Cc1nnc(SCc2ccc(CC(=O)O)cc2)o1	0.4	-14	0.8	-11	-2	.	-1.1	0	-2	-1.2
COc1cc(/C=N/N2C(C)CCCC2C)cc(OC)c1O (stereo not drawn)	2.5	-11	0.5	4	3	0	0.2	5	-6	-2.6
C[n+]1ccccc1/C=C/c1cc(Br)ccc1O	2.9	-14	2.0	10	-19	-1	0.0	0	3	-0.6
Cn1c(CC(=O)Nc2cccc(Cl)c2Cl)nnc1SCC(=O)NC1=NCCS1	0.8	-4	2.6	-10	2	-2	-2.8	1	-7	-2.5
COc1ccc(C(=O)n2nc(C)cc2C)cc1OC	1.8	6	2.2	.	7	.	-0.3	0	0	0.7

Screening data deposited in PubChem BioAssay by several laboratories.

An unsorted share of the library; 1.9% or so of the library scored in one or more.
